# ERAP1 HTS inh = blocks human ERAP1 aminopeptidase activity; AID 652197; inhibition, % at 10.7 µM; recombinant ERAP1, Leu-AMC fluorescence, 60 min; Q9NZ08; hit rate 0.15% among 340,000;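 active means mean replicate inhibition of at least 30%, or all replicates individually reaching that 30% level; inactive means mean below 30% and not every replicate reaching it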;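 further: 0% = neutral control wells and 100% = L-leucinethiol positive control wells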
# RAD54 inh = inhibitors of human RAD54 branch migration | Q92698 | RAD54 Holliday junction branch migration, FAM/BHQ fluorescence | inhibition, % at 10.4 µM | hit rate 0.14% among 360,000;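 active means mean normalized replicate activity at least 40 and at least half of replicates scoring 40 or more; inconclusive means only one of the two criteria met; inactive means mean below 40 and under half of replicates reaching 40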;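 further: 0% = median of neutral control wells and 100% = median of positive control wells; inhibitors cause a drop in the FAM fluorescence signal; in these data hits start at about 50%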
# PglD DTNB = blocks C. jejuni PglD acetyltransferase activity; inhibition, % at 12.5 µM; hit rate 0.098% among 360,000; purified PglD enzyme, DTNB colorimetric CoA detection; in the data active means inhibition above about 16%, passing the limit was not always enough; inconclusive means no clear call, values can overlap the other calls; further: strong numbers were not always called active
# miR122 inh = miR-122 inhibition in Huh7 cells; hit rate 0.3% among 340,000; activation (reporter increase), % at 12.5 µM; Huh7 miR-122 Renilla luciferase sensor, 48 h; neutral wells = 0, positive control = 100;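 active means mean replicate activation score at least 90 and every replicate individually at or above 90; inconclusive means only one of the two criteria met; inactive means neither criterion met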;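 further: higher luciferase means less miR-122 activity so hits act as miR-122 inhibitors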
# E-selectin induc = induces E-selectin expression in human endothelial cells; activation, % at 7.58 µM; HUVEC E-selectin immunofluorescence imaging; normalized: neutral wells 0, TNF-alpha wells 100; AID 686992; P16581; hit rate 0.37% among 260,000;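 active means mean E-selectin-positive cell signal at least 10% of the positive control, reached in at least 60% of replicates, without over 20% cell loss; inconclusive means no rule given, readout overlaps actives, possibly toxicity-flagged; inactive means the rest, including those meeting only one limit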;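 further: in these data hits start at about 27%; measured in HUVEC primary endothelial cells; signal is the percent of cells scored E-selectin positive by PE staining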
# Target sequence (P16581 whole entry, looked up): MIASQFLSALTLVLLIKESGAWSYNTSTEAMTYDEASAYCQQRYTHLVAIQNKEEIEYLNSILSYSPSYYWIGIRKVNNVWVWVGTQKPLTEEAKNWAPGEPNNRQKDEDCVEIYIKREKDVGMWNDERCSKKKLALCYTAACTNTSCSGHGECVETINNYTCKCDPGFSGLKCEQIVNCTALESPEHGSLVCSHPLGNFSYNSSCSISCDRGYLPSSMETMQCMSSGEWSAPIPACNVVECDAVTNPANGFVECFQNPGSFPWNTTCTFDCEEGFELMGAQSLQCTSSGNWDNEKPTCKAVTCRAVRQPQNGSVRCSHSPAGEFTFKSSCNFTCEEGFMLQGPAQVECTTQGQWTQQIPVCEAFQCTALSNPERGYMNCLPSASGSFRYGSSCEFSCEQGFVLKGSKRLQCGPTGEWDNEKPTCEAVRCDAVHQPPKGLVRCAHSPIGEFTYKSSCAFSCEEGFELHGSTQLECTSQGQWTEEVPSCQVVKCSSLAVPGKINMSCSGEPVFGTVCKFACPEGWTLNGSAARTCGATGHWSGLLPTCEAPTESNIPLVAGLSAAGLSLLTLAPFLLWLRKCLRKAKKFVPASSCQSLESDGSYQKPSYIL
#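 System: HUVEC / Compound: single concentration / Signal: immunofluorescence imaging / Read-out: percent E-selectin-positive cells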
# RAD52 anneal inh = inhibitors of human RAD52 DNA annealing. inhibition, % at 18.7 µM. hit rate 0.46% among 360,000. P43351. recombinant RAD52 DNA annealing, FRET fluorescence;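 active means every replicate showing at least 50% inhibition; inconclusive means mean inhibition at least 50% but not in every replicate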
# Target sequence (P43351 whole entry, looked up): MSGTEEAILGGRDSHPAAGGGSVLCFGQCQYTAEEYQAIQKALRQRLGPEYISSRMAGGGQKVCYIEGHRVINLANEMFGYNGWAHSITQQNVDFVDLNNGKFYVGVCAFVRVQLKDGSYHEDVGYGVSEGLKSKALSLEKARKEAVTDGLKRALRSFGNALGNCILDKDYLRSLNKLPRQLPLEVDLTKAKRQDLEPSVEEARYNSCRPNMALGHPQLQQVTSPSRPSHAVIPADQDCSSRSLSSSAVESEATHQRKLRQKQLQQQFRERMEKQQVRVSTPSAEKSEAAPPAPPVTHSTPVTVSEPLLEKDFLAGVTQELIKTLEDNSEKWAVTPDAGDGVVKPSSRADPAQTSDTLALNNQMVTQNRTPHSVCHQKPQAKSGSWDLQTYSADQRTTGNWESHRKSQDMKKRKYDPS
# Cneo AK release = causes C. neoformans cell lysis. hit rate 0.2% among 360,000. AID 651654. adenylate kinase release luminescence, 4 h; normalised: neutral wells 0, clomiphene wells 100. lysis activity, % at 15 µM;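 active means mean lysis activity across replicates of at least 80%, whatever share of replicates individually reach that level; inactive means mean lysis activity below 80%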
#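 Assay system: Cryptococcus neoformans yeast cells / Dosing: single-point compound dose / Timing: 4 h at 37 °C static, read 1 h later / Measured by: luminescence of released adenylate kinase using an AK detection reagent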
# PGC1a acetyl inh = modulators of PGC1a acetylation. U2OS PGC1a acetylation, AlphaScreen anti-acetyl-lysine; with virally co-expressed GCN5 acetyltransferase. inhibition, % at 15.6 µM. hit rate 0.17% among 350,000. AID 651687;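 active means every replicate shows inhibition of at least 40%; inconclusive means mean inhibition at least 40% but some replicate below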;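 further: 0% = neutral control wells and 100% = positive control wells; some results beyond the cut were filed as inactive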
# An asterisk follows results filed as active; ? = inconclusive; nt = no result given; & = joins results of further samples; [ ] = dose if it differs, or a comment.
SMILES,ERAP1 HTS inh,RAD54 inh,PglD DTNB,miR122 inh,E-selectin induc,RAD52 anneal inh,Cneo AK release,PGC1a acetyl inh
Cc1ccc2cc(CCNC(=O)C(C)C)c(=O)[nH]c2c1C,-8,-3,-1,1,0.5,-6,-2,4
CC(=O)Nc1nnc(-c2ccc(Cl)s2)o1,4,-10,2,-3,-0.1,-11,-1,6
O=C1CCc2cc(S(=O)(=O)N3CCCC3C(=O)N3CCN(c4ccccc4)CC3)ccc2N1 (stereo not given),2,-2,0,4,-0.1,-13,2,3
COc1cccc(S(=O)(=O)N[C@@H]2C=C[C@H](CC(=O)NC3CCC3)O[C@H]2CO)c1,-1,0,-3,nt,0.3,4,58,-25
O=c1cc(-c2ccccc2O)nc(-c2ccccc2)[nH]1,0,nt,nt,nt,-0.9,11,nt,-3
C[C@@H]1CN([C@@H](C)CO)S(=O)(=O)c2ccc(/C=C/c3ccccc3)cc2O[C@H]1CN(C)C(=O)c1cccnc1,1,-4,-1,10[16.7 µM],-0.2,12,3,16
CCCOc1cccc(C(=O)Nc2ccccc2C(=O)N2CCN(C)CC2)c1,4,-4,0,-2,nt,-12,2,-2
COC(=O)c1ccccc1OCC(=O)N1CCN(c2ccc(F)cc2)CC1,nt,1,-1,0,nt,nt,-1,-8
O=C(CSc1cccc(C(F)(F)F)c1)Nc1ccc(Cl)cc1Cl,nt,23,-3,-2,nt,nt,4,-11
O=C(C1=C[C@H](c2ccc(Br)cc2)C[C@H](OCCCCO)O1)N1CCOCC1,-3&-2,2,4,-5,0.1,-27&-11,6&-2,-2
O=C(O)CCCCCNC(=O)CCn1cnc2ccccc2c1=O,nt,1,2,4,nt,nt,1,nt
O=C(Nc1cccc2ccccc12)N1CCN(Cc2ccc3c(c2)OCO3)CC1,0,1,-2,-9,nt,-21,1,-2
CCOc1ccccc1NC(=O)CSc1nnc(-c2ccco2)o1,1,-2,5,4,nt,-8,0,-17
Cc1ccc(S(=O)(=O)Nc2cccc3c2O[C@H](CN(C)C(=O)Nc2ccc(C(F)(F)F)cc2)[C@@H](C)CN([C@H](C)CO)C3=O)cc1,6,-6,5,nt,-0.3&-0.2,-14,-1,nt
O=C(NCc1ccccn1)C(=O)NCC1OCCCN1S(=O)(=O)c1cc(F)ccc1F (stereo not given),-5,-4,3,-7,-0.1,-19,4,4
CCN(CC)CCn1c(=S)[nH]c2cc(C(=O)N3CC(C)CC(C)C3)ccc2c1=O (stereo not given),-3,2,-1,2,nt,-4,2,8
COc1ccc(C#Cc2ccc([C@@H]3[C@H]4CN(C(=O)c5ccccc5)CC(=O)N4[C@H]3CO)cc2)cc1,1,nt,nt,nt,-0.3,-5,nt,-6
COc1cc(C(=O)OCC(=O)Nc2cc(C)on2)ccc1OCc1ccccc1Cl,nt,-39,11,2,nt,nt,0,2
CCN1C(=O)[C@H]2[C@@H](c3ccc(-c4ccc(OC)cc4)cc3)N3CCCC[C@@]3(C(=O)OC)[C@H]2C1=O,-3,-5,0,3,-0.1,-17,5,-14
Cc1ccc(C(=O)c2cc3c(cc2[N+](=O)[O-])OCCO3)cc1,0,-2,-2,nt,1.9,4,-1,12
O=C(c1ccco1)c1nnn(Cc2ccccc2)c1-c1ccccc1,9,1,1,11,nt,-45,-1,-6
O=C(Nc1cc(=O)c2ccccc2o1)N1CCCCC1,nt,9,-3,17,nt,nt,6,nt
CC(C)NC(=O)N(C)C[C@@H]1Oc2ccc(NC(=O)NC3CCCCC3)cc2C(=O)N([C@H](C)CO)C[C@@H]1C,1,2,-7,-2[16.7 µM],-0.7,1,0,9
COc1ccc(C(C(=O)NCC2CCCO2)N(Cc2cccs2)C(=O)c2snc(C(N)=O)c2N)cc1OC (stereo not given),4,-10,4,nt,0.0,-9,4,nt
CC1Cc2ccccc2N1C(=O)CSc1nnc(CNc2ccccc2)o1 (stereo not given),3,nt,nt,-1,nt,-1,nt,3
CCOC(=O)c1cnc(SC)nc1Nc1cccc(F)c1,nt,-5,5,-7,nt,nt,-1,2
NS(=O)(=O)c1ccc(CCNC(=O)c2cccc3ccccc23)cc1,-1,11,2,nt,nt,-8,5,nt
COc1ccc(NC(=O)CSc2nnc(Cc3cccn3C)n2-c2ccc(C)cc2)cc1OC,nt,0,4,-10,nt,nt,-1,-5
CN(C)C(=O)C[C@H]1CC[C@@H](NC(=O)NC2CCCC2)[C@@H](CO)O1,-1,-1,-2,nt,3.1,-2,-2,-14
C/C(=N\NC(=O)c1ccc(Cl)c(S(=O)(=O)Nc2ccccc2Cl)c1)c1ccncc1,nt,-3,-3,-1,nt,nt,0,-12
CC(=O)N1CCN(CCN(CC2C(C)C=C(C)CC2C)C(C)=O)CC1 (stereo not given),nt,-5,3,-2,nt,nt,-1,-2
Cn1c(=O)c2c(ncn2CC(=O)NC2CCCCC2)n(C)c1=O,2,2,4,nt,-0.1,-4,-1,nt
COc1cccc2c(=O)n(CC(=O)N3CCCc4ccccc43)ccc12,3,-3,-2,2,2.4,-3,0,-11
C[C@@H]1CCCCO[C@H](CN(C)Cc2ccc(Cl)c(Cl)c2)[C@@H](C)CN([C@@H](C)CO)C(=O)c2cc(NC(=O)Nc3ccc(C(F)(F)F)cc3)ccc2O1,1,2,-3,-2[16.7 µM],-0.3,-7,2,-12
COc1ccc(-c2ccc(NS(=O)(=O)c3ccc([N+](=O)[O-])cc3)cc2)nn1,0,7,3,10,nt,-5,-1,-11
C[C@H]([C@@H](N)C(=O)N[C@@H](C(=O)O)[C@@H]1O[C@H](n2ccc(=O)[nH]c2=O)[C@@H](O)[C@H]1O)[C@@H](O)c1ccc(O)cn1,-2,-10,0,-4,0.0,-37,0,?
COc1cc(/C=N/NC(=O)CNC(=O)c2ccncc2)ccc1OC(C)=O,-1,4,-3,-2,-0.8,-6,-1,nt
Cc1cc(NC(=O)c2ccccc2)n(C)n1,1,-9,-3,1,nt,-6,0,19
CO[C@@H](CN(C)Cc1nccs1)[C@@H](C)CN([C@@H](C)CO)S(=O)(=O)c1ccc(C)cc1,1,-2,-1,nt,0.2,-6,0,-7
COc1cc(C(=O)NCC(=O)N/N=C/c2ccc(-c3cccc([N+](=O)[O-])c3)o2)cc(OC)c1OC,0,13,-3,nt,nt,-13,5,nt
C[C@@H]1CN([C@H](C)CO)C(=O)c2cccc(NC(=O)CCCCCC(=O)Nc3ccccc3N)c2O[C@H]1CN(C)CC1CC1,1,nt,nt,nt,-0.3,9,nt,-34
Cc1cc(Br)ccc1NC(=O)c1ccco1,1,-11,-1,-16,nt,-21,0,nt
COc1ccc(NC(=O)Nc2ccc3c(c2)C(=O)N([C@@H](C)CO)C[C@H](C)[C@H](CN(C)S(=O)(=O)c2ccc(OC)cc2)OCCCC[C@@H](C)O3)cc1,nt,11,2,-2[16.7 µM],0.3,nt,-5,-12
O=c1oc2ccccc2c(N2CCCC2)c1[N+](=O)[O-],-2,-5,2,-1,nt,-7,0,2
CCC(CC)NC(=O)c1cc(OC)c(OC)c(OC)c1,nt,3,1,-1,nt,nt,-15,0
CC(C)NC(=O)Nc1ccc2c(c1)CC(=O)N([C@H](C)CO)C[C@H](C)[C@@H](CN(C)C(=O)Nc1ccc(F)cc1)O2,0,-3,-1,1[16.7 µM],-0.1,16,-6,-4
C[C@@H]1CN([C@H](C)CO)C(=O)c2cc(NS(=O)(=O)c3ccccc3)ccc2O[C@@H](C)CCCCO[C@@H]1CN(C)C(=O)C1CCCCC1,0,5,-3,7[16.7 µM],-0.1,22,-1,5
Cc1ccc(C)n1C(CC(=O)O)c1ccc(C#N)cc1 (stereo not given),0,nt,nt,-9,nt,-70,nt,4
CCOc1cc(/C=N/NC(=O)COc2ccccc2C)ccc1OC(=O)c1cccs1,nt,5,0,-3,nt,nt,-4,3
CCOCCCNC(=O)c1cc(-c2cccnc2)nc2ccc(S(=O)(=O)N3CCC(C)CC3)cc12,-2,-11,-1,-1,nt,-1,-1,3
CC1CCC(N2CCN(c3ccc([N+](=O)[O-])cc3)CC2)CC1 (stereo not given),7,-7,-16,5,nt,8,1,nt
Cc1c(S(=O)(=O)NCc2ccccc2)c(=O)n(C)c(=O)n1C,1,5,0,-3,2.0,-12,-4,22
CN(Cc1ccc(Cl)cc1)C(=O)CNC(=O)C12CC3CC(CC(C3)C1)C2,-1,23,-2,-5,nt,-5,1,-2
c1cc(CNC2C3CC4CC(C3)CC2C4)ccn1 (stereo not given),-3,-5,-2,-3,nt,-13,1,4
CCN1C(=O)[C@H]2[C@H]3CN=C(SC)N3[C@@](CC)(C(=O)OC)[C@H]2C1=O,-2,-9,2,nt,nt,-8,-3,nt
O=C(COC(=O)c1cccc(S(=O)(=O)NCc2ccccc2)c1)c1ccccc1,nt,-3,-1,3,nt,nt,-4,0
COc1ccc(CCN2CNc3c(c(=O)n(C)c(=O)n3C)C2)cc1,nt,-6,-4,1,nt,nt,0,3
C[C@@H]1CN([C@H](C)CO)S(=O)(=O)c2ccc(C#CC3CCCC3)cc2O[C@H]1CN(C)Cc1cccnc1,0,-5,-2,45[16.7 µM],-4.3,-10,3,-3
CCOc1ccc(OCCn2c(SCC(=O)O)nc3ccccc32)cc1,2,-1,7,3,-0.2,-12,-1,0
CC(=O)N[C@@H]1CC[C@H](CCNC(=O)C2CC2)O[C@@H]1CO,-1,3,-2,0[16.7 µM],-0.3,-4,2,10

# A different layout for part of the listing above.
structure	ERAP1 HTS inh	RAD54 inh	PglD DTNB	miR122 inh	E-selectin induc	RAD52 anneal inh	Cneo AK release	PGC1a acetyl inh
C[C@@H]1CN([C@H](C)CO)S(=O)(=O)c2ccc(C#CC3CCCC3)cc2O[C@H]1CN(C)Cc1cccnc1	0	-5	-2	45[16.7 µM]	-4.3	-10	3	-3
CCOc1ccc(OCCn2c(SCC(=O)O)nc3ccccc32)cc1	2	-1	7	3	-0.2	-12	-1	0

# Following part
SMILES,ERAP1 HTS inh,RAD54 inh,PglD DTNB,miR122 inh,E-selectin induc,RAD52 anneal inh,Cneo AK release,PGC1a acetyl inh
Cc1nc2nc(C)c(CCC(=O)N3CCN(c4ccccc4)CC3)c(C)n2n1,nt,-11,1,-10,nt,nt,0,-5
CC(=O)c1ccccc1OCCOc1ncnc2sccc12,-2,nt,nt,-6,-0.1,-18,nt,1
C[C@H](CO)N1C[C@H](C)[C@@H](CN(C)C(=O)Cc2ccccn2)Oc2ncc(C#CC3CCCC3)cc2C1=O,1,0,-2,8[16.7 µM],0.0,-3,6,-5
COC(=O)[C@H]1[C@H](CO)[C@H]2Cn3c(ccc(-c4ccccc4)c3=O)[C@H]2N1Cc1ccccc1F,0,-19,0,-1[16.7 µM],-0.3,-8,-2,nt
Cc1ccccc1CSCC(=O)NC(=O)NC(C)(C)C,nt,-1,-3,nt,nt,nt,-1,-1
Cc1cc(NC(=O)CSc2nc3ccccc3[nH]2)no1,nt,-4,3,1,nt,nt,-2,13
COc1ccc(NC(=O)N(C)C[C@H]2OCCCC[C@@H](C)Oc3ccc(NS(=O)(=O)c4ccc(F)cc4)cc3C(=O)N([C@H](C)CO)C[C@H]2C)cc1,-1,-2,0,0[16.7 µM],-0.2,-25,28,-3
CSc1ccc(Cn2c(C)c(C(=O)NCc3ccc(F)cc3)sc2=O)cc1,nt,-11,2,nt,nt,-26,0,nt
Cc1ccc(Cn2ccc(NC(=O)c3c(-c4ccccc4Cl)noc3C)n2)cc1,nt,1,11,6,nt,nt,3,-12
CCCCCCSc1ccc(-c2nc3ccc(Cl)cn3c2NC2CCCCC2)cc1,-1,4,10,-2,0.0,-13,4,7
COCc1cc(C)nc(SCC(=O)Nc2ccccc2N2CCOCC2)c1C#N,1,-3,0,-5,0.3,-4,2,nt

# Assay outcomes (PubChem)
